G6PDH CS = inhibits Leuconostoc G6PDH, flagging false hits in G6PDH-based assays | inhibition, % at 5 µM | Purified L. mesenteroides G6PDH, diaphorase/resazurin coupled fluorescence, 45 min | 0.12% of 200,000 active; in the data active = inhibition above about 50%
APP 5'UTR act = activates APP 5'UTR luciferase reporter | 1% of 190,000 active | activation, % at 2 µM | SH-SY5Y APP 5'UTR luciferase reporter, luminescence; zero percent = DMSO vehicle wells | AID 1276;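 active = activation above a set limit, based on mean plus 3 SD of controls, cut at about 140% in these data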; also: values of inactives mirror those of a sister screen read the other way
APP 5UTR inh = APP translation inhibition | SH-SY5Y APP 5'UTR-luciferase reporter, luminescence | inhibition, % at 2 µM | 0.82% of 190,000 active | AID 1285;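 active = inhibition above a set limit, derived from the sample mean plus 3 SD, cut at about 45% in these data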; also: values of inactives mirror those of a sister screen read the other way
FLuc act counter = firefly luciferase counter-screen for stimulation assays; P08659; ATPlite luciferase biochemical, luminescence, 10 min; 0 = ATP-free wells, 1 = DMSO control; activation factor at 10 µM; 200,000 tested, under 10 active;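 active = luciferase activation factor, scaled between plate controls, of at least 2 with compound at 10 µM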
Target sequence (P08659 whole entry, looked up): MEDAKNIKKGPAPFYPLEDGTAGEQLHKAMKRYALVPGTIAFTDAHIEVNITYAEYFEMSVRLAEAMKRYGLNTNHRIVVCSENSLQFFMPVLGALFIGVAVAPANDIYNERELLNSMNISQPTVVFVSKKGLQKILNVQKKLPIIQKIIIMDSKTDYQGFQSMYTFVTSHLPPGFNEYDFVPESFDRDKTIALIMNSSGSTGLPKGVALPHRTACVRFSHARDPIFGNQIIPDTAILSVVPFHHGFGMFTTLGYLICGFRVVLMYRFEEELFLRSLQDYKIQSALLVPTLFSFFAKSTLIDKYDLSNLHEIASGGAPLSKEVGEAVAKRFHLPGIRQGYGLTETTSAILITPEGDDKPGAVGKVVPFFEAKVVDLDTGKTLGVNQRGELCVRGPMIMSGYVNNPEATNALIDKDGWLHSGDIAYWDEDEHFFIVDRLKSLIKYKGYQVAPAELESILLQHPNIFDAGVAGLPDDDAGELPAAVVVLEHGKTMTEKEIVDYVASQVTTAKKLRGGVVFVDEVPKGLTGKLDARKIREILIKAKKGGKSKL
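System: Luciferase/luciferin detection reagent, cell-free biochemical luciferase assay | Medium: PBS buffer for ATP | Dosing: Test compounds dosed from 2 mM stocks in 100% DMSO | Timing: 10 min at ambient temperature | Signal: Luminescence measurement of luciferase light output | Evaluation: Luciferase activation, seen as luminescence increase over controls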
STAT1 activator = activators of IFN-gamma induced STAT1 signaling; AID 932; NIH 3T3 STAT1-luciferase reporter, luminescence; 100% = IFN-gamma alone, no compound; activation (% of control), % at 5.5 µM; 2.6% of 200,000 active;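 active = activation above the screen-wide mean activation plus 3 SD, cut at about 130% in these data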;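 also: raw ratio to IFN-gamma control signal so 100% means no change and 0% no light; values of inactives mirror those of a sister screen read the other way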
TLR4 MyD88 comp = inhibitors of human TLR4-MyD88 binding. AID 861. 0.18% of 200,000 active. HeLa CL3-4 TLR4/MyD88 BLA complementation, FRET ratio. inhibition, % at 8.4 µM. O00206+Q99836; in the data active = inhibition above about 25%;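 also: 0% = vehicle and 100% = reference inhibitor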
Diaphorase inh = diaphorase inhibition or chemical oxidation counter-screen; AID 1217; diaphorase resazurin-to-resorufin fluorescence, NADH, 16 min; bacterial (C. kluyveri) enzyme, not human; inhibition, % at 20 µM; 0.69% of 190,000 active;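 active = primary screen inhibition at 20 µM above a set limit, cut at about 50% in these data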;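 also: plate controls were DMSO with full reaction for no effect and wells lacking NADH for full effect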
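Assay system – diaphorase enzyme from Clostridium kluyveri · Amount – diaphorase 0.14 U/mL (working solution) · Times – reaction incubation of 16 min at room temperature · Controls – No-NADH positive control and DMSO neutral control · Signal – resorufin fluorescence 544/590 nm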
FLuc inh counter = counter-screen for luciferase assay inhibitors: firefly luciferase inhibition; inhibition, % at 10 µM; ATPLite firefly luciferase biochemical luminescence, 10 min; AID 1006; 1.5% of 200,000 active;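 active = inhibition above about 50% when tested at 10 µM, limit read from the data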
NF-kB expr up = compounds increasing NF-kB expression in human neuronal cells; fold change at 12.5 µM; 1.6% of 190,000 active; NF-kB reporter expression; active compounds read high; AID 1239; in the data active = fold change above about 3.3
Diaph act CS = activates diaphorase or chemically reduces, flagging diaphorase assay artifacts; Diaphorase/resazurin coupled assay, resorufin fluorescence, 16 min; active compounds read high; 1 = vehicle wells, 0 = NADH-free wells; activation factor at 20 µM; 0.005% of 190,000 active; AID 1229;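 active = diaphorase activity raised at least twofold by the compound at 20 µM; inactive = activation factor below 2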
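Test system: Clostridium kluyveri diaphorase, purified enzyme; input: enzyme 0.07 U/mL final; buffer or medium: 50 mM HEPES pH 7.4 with 4.542 mM MgCl2, 0.005% Tween 20; also added: 0.114 mM NADH and 0.1 mM resazurin, final amounts; schedule: 16 min enzyme reaction, ambient temperature; technique: fluorescence of resorufin, 544 nm excitation, 590 nm emission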
Starred values were filed as active, the others as inactive. Not a hit list. Share with any hit: about 5.6%.

The opening 2 compounds, to show the layout:
Screening CC1CCN(c2nc(NCc3ccco3)nc(N)c2[N+](=O)[O-])CC1 returned G6PDH CS 7.3, APP 5'UTR act -0.6, APP 5UTR inh 0.6, FLuc act counter 1.1, STAT1 activator 95.9, TLR4 MyD88 comp -4.8, Diaphorase inh 16.1, FLuc inh counter -8.1, NF-kB expr up 0.9 and Diaph act CS 0.8.
`COC(=O)c1ccc(OC)c(CSc2nnc(-c3ccc(C(C)(C)C)cc3)o2)c1` gave G6PDH CS -1.3, APP 5'UTR act 3.9, APP 5UTR inh -3.9, FLuc act counter 1, STAT1 activator 97.2, TLR4 MyD88 comp 0.9, Diaphorase inh 20.0, FLuc inh counter -1.3, NF-kB expr up 0.95 and Diaph act CS 0.8.

The listing, repeating the preview:
Screening CC1CCN(c2nc(NCc3ccco3)nc(N)c2[N+](=O)[O-])CC1 returned G6PDH CS 7.3, APP 5'UTR act -0.6, APP 5UTR inh 0.6, FLuc act counter 1.1, STAT1 activator 95.9, TLR4 MyD88 comp -4.8, Diaphorase inh 16.1, FLuc inh counter -8.1, NF-kB expr up 0.9 and Diaph act CS 0.8.
`COC(=O)c1ccc(OC)c(CSc2nnc(-c3ccc(C(C)(C)C)cc3)o2)c1` gave G6PDH CS -1.3, APP 5'UTR act 3.9, APP 5UTR inh -3.9, FLuc act counter 1, STAT1 activator 97.2, TLR4 MyD88 comp 0.9, Diaphorase inh 20.0, FLuc inh counter -1.3, NF-kB expr up 0.95 and Diaph act CS 0.8.
For O=C(Nc1ccc(Cl)c([N+](=O)[O-])c1)C(NCCCO)c1ccccc1 (stereo unspecified) the results were G6PDH CS 0.1, APP 5'UTR act -0.8, APP 5UTR inh 0.8, FLuc act counter 1.1, STAT1 activator 100.3, TLR4 MyD88 comp 4.4, Diaphorase inh 16.6, FLuc inh counter -6.1, NF-kB expr up 0.97 and Diaph act CS 0.8.
CC(=O)C1=C(O)C(=O)N(c2nccs2)C1c1ccc(F)cc1 (stereo unspecified) was read as G6PDH CS -0.8, APP 5'UTR act -8.0, APP 5UTR inh 8.0, FLuc act counter 1.1, STAT1 activator 89.0, TLR4 MyD88 comp -4.9, Diaphorase inh 13.7, FLuc inh counter -7.6, NF-kB expr up 1.35 and Diaph act CS 0.9.
`CC(C)CNS(=O)(=O)c1ccc(C(=O)Nc2ccc3c(c2)OCCO3)cc1` gave G6PDH CS 4.3, APP 5'UTR act 63.5, APP 5UTR inh -63.5, FLuc act counter 0.9, STAT1 activator 124.1, TLR4 MyD88 comp -9.0, Diaphorase inh 2.8, FLuc inh counter 6.5, NF-kB expr up 1.41 and Diaph act CS 1.
For c1cncc(-c2nnc3sc(C4CCCCC4)nn23)c1 the results were G6PDH CS 3.4, APP 5'UTR act 8.5, APP 5UTR inh -8.5, FLuc act counter 1, STAT1 activator 102.0, TLR4 MyD88 comp 1.0, Diaphorase inh 9.4, FLuc inh counter 0.1, NF-kB expr up 1 and Diaph act CS 0.9.
COCCNC(=O)c1cc2c(=O)n3cccc(C)c3nc2n(Cc2ccncc2)c1=N was read as G6PDH CS 10.6, APP 5'UTR act 2.2, APP 5UTR inh -2.2, FLuc act counter 1.1, STAT1 activator 92.8, TLR4 MyD88 comp -1.0, Diaphorase inh 9.1, FLuc inh counter -6.8, NF-kB expr up 0.89 and Diaph act CS 0.9.
Cc1cccc(CSCCNC(=O)Nc2ccccc2)c1 was read as G6PDH CS 0.1, APP 5'UTR act 9.9, APP 5UTR inh -9.9, FLuc act counter 1, STAT1 activator 94.5, TLR4 MyD88 comp 5.4, Diaphorase inh 18.3, FLuc inh counter -3.0, NF-kB expr up 1.36 and Diaph act CS 0.8.
COc1ccc(CN(Cc2cc3cccc(C)c3n3nnnc23)C(=O)N2CCOCC2)cc1 was read as G6PDH CS 6.8, APP 5'UTR act -3.7, APP 5UTR inh 3.7, FLuc act counter 1.1, STAT1 activator 95.5, TLR4 MyD88 comp 7.8, Diaphorase inh 15.6, FLuc inh counter -5.6, NF-kB expr up 0.9 and Diaph act CS 0.8.
COc1ccc(C(=O)N2CCN(C(=O)c3cc(OC)c(OC)c(OC)c3)CC2)cc1 was read as G6PDH CS 1.0, APP 5'UTR act 13.6, APP 5UTR inh -13.6, FLuc act counter 1.1, STAT1 activator 105.7, TLR4 MyD88 comp -0.7, Diaphorase inh -3.0, FLuc inh counter -8.7, NF-kB expr up 1.2 and Diaph act CS 1.
Screening Cn1cccc1CC(=O)N/N=C/C=C/c1ccco1 returned G6PDH CS 4.9, APP 5'UTR act 6.5, APP 5UTR inh -6.5, FLuc act counter 1, STAT1 activator 107.9, TLR4 MyD88 comp 6.1, Diaphorase inh 8.1, FLuc inh counter 4.6, NF-kB expr up 0.89 and Diaph act CS 0.9.
Screening CN(C)c1nc(-c2ccc([N+](=O)[O-])cc2)cs1 returned G6PDH CS 0.9, APP 5'UTR act 54.6, APP 5UTR inh -54.6, FLuc act counter 1, STAT1 activator 120.3, TLR4 MyD88 comp 8.8, Diaphorase inh 16.9, FLuc inh counter -1.8, NF-kB expr up 2.02 and Diaph act CS 0.8.
COc1ccc2c(c1)C(=O)N(c1ccccc1C)C(=O)C2(C)C was read as G6PDH CS 11.8, APP 5'UTR act -6.0, APP 5UTR inh 6.0, FLuc act counter 1.1, STAT1 activator 104.2, TLR4 MyD88 comp -4.4, Diaphorase inh 0.0, FLuc inh counter -8.8, NF-kB expr up 0.9 and Diaph act CS 1.
`COc1ccc(C2C(C(=O)c3cccs3)=C(O)C(=O)N2c2nncs2)cc1` (stereo unspecified) gave G6PDH CS 2.4, APP 5'UTR act 6.7, APP 5UTR inh -6.7, FLuc act counter 1, STAT1 activator 101.3, TLR4 MyD88 comp 6.3, Diaphorase inh 17.6, FLuc inh counter -2.2, NF-kB expr up 1.36 and Diaph act CS 0.8.
For Cc1cccc(C(=O)c2cccc(C)c2)c1 the results were G6PDH CS 0.5, APP 5'UTR act 8.0, APP 5UTR inh -8.0, FLuc act counter 1.1, STAT1 activator 103.2, TLR4 MyD88 comp -8.0, Diaphorase inh 4.7, FLuc inh counter -6.1, NF-kB expr up 1.03 and Diaph act CS 1.
For COc1ccc(CNC(=O)CCCN2C(=O)c3ccccc3C2=O)cc1 the results were G6PDH CS 4.7, APP 5'UTR act -13.6, APP 5UTR inh 13.6, FLuc act counter 1, STAT1 activator 99.5, TLR4 MyD88 comp -2.1, Diaphorase inh 3.1, FLuc inh counter -4.1, NF-kB expr up 1.15 and Diaph act CS 1.
Screening Cc1ccc(-c2csc(NC(=O)c3cccc([N+](=O)[O-])c3)n2)cc1 returned G6PDH CS 10.9, APP 5'UTR act -2.3, APP 5UTR inh 2.3, FLuc act counter 1, STAT1 activator 97.8, TLR4 MyD88 comp -1.6, Diaphorase inh -4.1, FLuc inh counter -4.0, NF-kB expr up 1.12 and Diaph act CS 1.
Cc1cccc(NC(=O)C2CCN(S(=O)(=O)c3cccc4nsnc34)CC2)c1 was read as G6PDH CS 3.8, APP 5'UTR act -7.9, APP 5UTR inh 7.9, FLuc act counter 1, STAT1 activator 94.1, TLR4 MyD88 comp -3.5, Diaphorase inh 4.0, FLuc inh counter -4.9, NF-kB expr up 0.98 and Diaph act CS 1.
CCOc1cccc(-c2csc(C3COc4ccccc4O3)n2)c1 (stereo unspecified) was read as G6PDH CS 5.4, APP 5'UTR act 68.5, APP 5UTR inh -68.5, FLuc act counter 0.9, STAT1 activator 107.7, TLR4 MyD88 comp -16.4, Diaphorase inh 8.5, FLuc inh counter 5.6, NF-kB expr up 0.97 and Diaph act CS 0.9.
For N#CC(C#N)=Cc1cc2ccccc2nc1N1CCCCC1 the results were G6PDH CS 5.8, APP 5'UTR act 8.1, APP 5UTR inh -8.1, FLuc act counter 1, STAT1 activator 98.1, TLR4 MyD88 comp 3.8, Diaphorase inh 6.7, FLuc inh counter -3.3, NF-kB expr up 1.29 and Diaph act CS 0.9.
`COC(=O)c1ccccc1NC(=O)NCCc1ccc(OC)c(OC)c1` gave G6PDH CS 3.6, APP 5'UTR act -7.1, APP 5UTR inh 7.1, FLuc act counter 1.1, STAT1 activator 105.8, TLR4 MyD88 comp 14.2, Diaphorase inh 5.6, FLuc inh counter -8.5, NF-kB expr up 0.68 and Diaph act CS 0.9.
`Cc1ccc(C)c(Nc2nc3nonc3nc2N2CCOCC2)c1` gave G6PDH CS 4.0, APP 5'UTR act -16.1, APP 5UTR inh 16.1, FLuc act counter 1.1, STAT1 activator 97.0, TLR4 MyD88 comp -15.6, Diaphorase inh 8.9, FLuc inh counter -5.3, NF-kB expr up 1.11 and Diaph act CS 0.9.
`Cc1ccc2nc(Cl)c(C3CC(c4cccs4)=NN3S(C)(=O)=O)cc2c1` (stereo unspecified) gave G6PDH CS -0.7, APP 5'UTR act -22.3, APP 5UTR inh 22.3, FLuc act counter 0.9, STAT1 activator 92.7, TLR4 MyD88 comp 2.6, Diaphorase inh 7.4, FLuc inh counter 6.5, NF-kB expr up 1.37 and Diaph act CS 0.9.
CCc1ccc(C(=O)Cn2ncc(Cl)c(Cl)c2=O)cc1 was read as G6PDH CS 2.7, APP 5'UTR act -34.0, APP 5UTR inh 34.0, FLuc act counter 0.9, STAT1 activator 80.2, TLR4 MyD88 comp 12.4, Diaphorase inh 17.7, FLuc inh counter 8.0, NF-kB expr up 1.49 and Diaph act CS 0.8.
For CC(C)[C@H]1CN(C)CCN1Cc1cn(C)nc1-c1cccc(Cl)c1 the results were G6PDH CS 10.4, APP 5'UTR act -4.7, APP 5UTR inh 4.7, FLuc act counter 1.1, STAT1 activator 105.1, TLR4 MyD88 comp 3.4, Diaphorase inh 5.5, FLuc inh counter -8.9, NF-kB expr up 0.89 and Diaph act CS 0.9.
FC(F)(F)c1cc(N2CCOCC2)nc(-c2ccccc2)n1 was read as G6PDH CS -1.5, APP 5'UTR act 18.1, APP 5UTR inh -18.1, FLuc act counter 1, STAT1 activator 90.1, TLR4 MyD88 comp -2.7, Diaphorase inh 15.6, FLuc inh counter -2.1, NF-kB expr up 1.21 and Diaph act CS 0.8.
O=C(O)C1CCCCC1C(=O)NCCCN1CCOCC1 (stereo unspecified) was read as G6PDH CS 8.9, APP 5'UTR act 7.9, APP 5UTR inh -7.9, FLuc act counter 1.1, STAT1 activator 99.4, TLR4 MyD88 comp 1.4, Diaphorase inh 3.3, FLuc inh counter -5.1, NF-kB expr up 0.88 and Diaph act CS 1.
Screening O=C(/C=C/c1ccccc1)Nc1cc(S(=O)(=O)N2CCOCC2)ccc1N1CCCC1 returned G6PDH CS 10.2, APP 5'UTR act -4.4, APP 5UTR inh 4.4, FLuc act counter 1, STAT1 activator 96.9, TLR4 MyD88 comp -3.8, Diaphorase inh 22.8, FLuc inh counter -1.5, NF-kB expr up 0.93 and Diaph act CS 0.8.

Screening results as filed in PubChem BioAssay.
